From PubChem
M1 ag – human M1 muscarinic receptor agonists, primary screen, Fluo-8 calcium fluorescence, CHO-K1 cells, HTS; actives 0.33% (n = 360,000); CHO-K1 hM1, agonist mode; 0% DMSO, 100% acetylcholine EC100; activation, % at 3 µM;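 active means activation above the run's mean compound activation plus 3 SD, cut at about 16% in these data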;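 further: peak over basal fluorescence ratio within a 140 s kinetic read after compound addition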
TAAR1 ag – human TAAR1 agonists, primary screen, Fluo-8 calcium fluorescence, CHO RD-HGA16 cells | Trace amine-associated receptor 1 (Homo sapiens), Q96RJ0 | vehicle wells 0%, saturating PEA agonist 100% | activation, % at 3 µM | actives 0.99% (n = 360,000) | AID 624467, 2012;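 active means activation above the mean activation of all test compounds in the run plus 3 SD, cut at about 38% in these data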
Target sequence (Q96RJ0 whole entry, looked up): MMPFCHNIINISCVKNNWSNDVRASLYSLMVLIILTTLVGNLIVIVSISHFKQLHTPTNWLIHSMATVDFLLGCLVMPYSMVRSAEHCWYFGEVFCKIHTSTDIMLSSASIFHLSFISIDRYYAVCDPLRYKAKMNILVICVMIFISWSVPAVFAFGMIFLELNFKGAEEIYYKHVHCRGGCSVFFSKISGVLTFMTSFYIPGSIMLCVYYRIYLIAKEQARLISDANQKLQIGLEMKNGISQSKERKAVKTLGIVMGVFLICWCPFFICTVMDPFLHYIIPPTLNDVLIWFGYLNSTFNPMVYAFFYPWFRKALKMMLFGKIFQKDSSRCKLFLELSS
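Test system: RD-HGA16 (CHO) cells co-expressing Gα16 and hTAAR1 | Doses: Single dose, 3 µM | Schedule: 17-24 h seeding, 75 min 37 °C dye, 30 min RT | Evaluation: % activation from peak over basal fluorescence ratio, DMSO-to-PEA scaled | Technique: Kinetic Fluo-8 calcium fluorescence | Benchmarks: Low control DMSO, high control PEA (EC100)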
CHRM1 antagonist – human M1 muscarinic receptor antagonists, primary screen, CHO-K1 cells, Fluo-8 calcium fluorescence, 1536-well | Muscarinic acetylcholine receptor M1 (Homo sapiens), P11229 | CHO-K1 hM1, ACh EC80 antagonist | inhibition, % at 3 µM | actives 1.3% (n = 360,000) | AID 588852, 2011;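 active means percent inhibition above its own plate's cutoff, namely the mean of that plate's compound wells plus 3 SD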;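 further: peak over basal fluorescence ratio during 140 s after agonist addition; 0% = ACh EC80 plus DMSO and 100% = DMSO alone without agonist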
M4 antag – human M4 muscarinic receptor antagonists, primary screen, CHO cells, Fluo-8 calcium fluorescence | actives 0.73% (n = 360,000) | CHO-hM4 cells, ACh EC80 | AID 624125, 2012 | inhibition, % at 3 µM;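 active means inhibition above its plate's cutoff, the mean inhibition of sample wells plus 3 SD, cut at about 27% in these data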;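 further: 0% = acetylcholine EC80 with DMSO and 100% = DMSO without agonist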
M1 PAM – human M1 muscarinic receptor positive allosteric modulators, primary screen, CHO-K1 cells, Fluo-8 calcium fluorescence, 1536-well; Muscarinic acetylcholine receptor M1 (Homo sapiens), P11229; activation, % at 3 µM; actives 0.088% (n = 360,000); CHO-K1 hM1, ACh EC20; 0% = ACh EC20, 100% = maximal ACh; AID 588819, 2011; in the data active means activation above about 19%, passing the limit was not always enough
M4 ag – human M4 muscarinic receptor agonists, primary screen, CHO-K1 cells, Fluo-8 calcium fluorescence; activation, % at 3 µM; Muscarinic acetylcholine receptor M4 (Homo sapiens), P08173; AID 624127, 2012; actives 0.14% (n = 360,000); CHO-K1 hM4/Gqi5; vehicle 0%, full acetylcholine response 100%;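 active means activation above the run mean over all test wells plus 3 SD, cut at about 32% in these data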;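 further: peak over basal fluorescence ratio per well then scaled between controls; 0% = DMSO wells and 100% = acetylcholine at EC100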
CHRM5 PAM – human M5 muscarinic receptor positive allosteric modulators, primary screen, CHO-K1 cells, Fluo-8 calcium fluorescence | Muscarinic acetylcholine receptor M5 (Homo sapiens), P08912 | CHO-K1 hM5, ACh EC20 PAM; 0% = ACh EC20, 100% = ACh EC100 | activation, % at 3 µM | actives 0.3% (n = 360,000) | AID 624038, 2012;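 active means activation above the run cutoff, the mean activation of all test compounds plus 3 SD, cut at about 18% in these data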
Target sequence (P08912 whole entry, looked up): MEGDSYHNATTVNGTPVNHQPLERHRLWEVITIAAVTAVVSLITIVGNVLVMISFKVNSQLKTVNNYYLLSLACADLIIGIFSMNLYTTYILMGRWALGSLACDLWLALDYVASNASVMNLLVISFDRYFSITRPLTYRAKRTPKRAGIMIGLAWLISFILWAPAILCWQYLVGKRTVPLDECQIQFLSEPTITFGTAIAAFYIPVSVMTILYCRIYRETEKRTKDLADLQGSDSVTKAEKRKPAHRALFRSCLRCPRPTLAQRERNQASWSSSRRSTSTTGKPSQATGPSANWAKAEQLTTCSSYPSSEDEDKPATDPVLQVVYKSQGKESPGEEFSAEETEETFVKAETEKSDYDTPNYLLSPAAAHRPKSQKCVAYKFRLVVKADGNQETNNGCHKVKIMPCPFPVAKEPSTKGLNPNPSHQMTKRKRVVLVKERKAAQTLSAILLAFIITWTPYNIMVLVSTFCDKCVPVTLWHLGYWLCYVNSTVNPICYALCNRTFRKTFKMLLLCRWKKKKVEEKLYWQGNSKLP
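system = human M5 receptor in CHO-K1 cells | reagent = EC20 acetylcholine as agonist stimulus | compound dosing = single-point, 3 µM nominal | incubation = Fluo-8 loading 80 min at 37 °C plus 30 min room temperature | detection = Fluo-8 calcium dye fluorescence, kinetic read | benchmarks = low control EC20 acetylcholine (0%), high control EC100 acetylcholine (100%)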
M5 antag – human M5 muscarinic receptor antagonists, primary screen, CHO cells, Fluo-8 calcium fluorescence | inhibition, % at 3 µM | actives 0.59% (n = 360,000) | CHO-hM5 cells, ACh EC80 | Muscarinic acetylcholine receptor M5 (Homo sapiens), P08912;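 active means inhibition above a per-plate cutoff, the mean of that plate's test compounds plus 3 SD, cut at about 27% in these data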;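 further: 0% = acetylcholine EC80 with DMSO and 100% = DMSO without agonist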
CHRM5 agonist – human M5 muscarinic receptor agonists, primary screen, CHO-K1 cells, Fluo-8 calcium fluorescence; Muscarinic acetylcholine receptor M5 (Homo sapiens), P08912; activation, % at 3 µM; CHO-K1 hM5 cells; 0% DMSO wells, 100% maximal acetylcholine response; actives 0.19% (n = 360,000); AID 624037, 2012;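 active means activation above the run's mean over test compounds plus 3 SD, cut at about 23% in these data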;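 further: signal is peak over basal fluorescence ratio across the kinetic read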
Active calls of the source: *; · = no result given.

SMILES	M1 ag	TAAR1 ag	CHRM1 antagonist	M4 antag	M1 PAM	M4 ag	CHRM5 PAM	M5 antag	CHRM5 agonist
c1ccc(CN2CCN(CCN3CCn4c3nc3ccccc34)CC2)cc1	-3	10	-9	9	0	1	-1	8	-12
CCOC(=O)c1cccc(NC(=O)CSc2nnc(COc3ccccc3)n2CC)c1	-4	5	-12	5	9	0	3	-3	1
O=C(CN1C(=O)COc2ccccc21)Nc1ccc2c(c1)OCCO2	-6	11	0	11	3	1	3	-10	0
Cc1c(NC(=O)C(C)OC(=O)c2cc(Cl)nc(Cl)c2)c(=O)n(-c2ccccc2)n1C (stereo unspecified)	-5	5	5	3	2	0	-5	3	1
COc1ccc(-c2nc(CN3CCC(C(=O)NC4CCCc5ccccc54)CC3)c(C)o2)cc1OC (stereo unspecified)	-2	0	-10	-21	6	1	-1	-11	-1
Cc1ccc(S(=O)(=O)N2c3ccccc3OC(C(=O)OC(C)(C)C)(C(=O)OC(C)(C)C)C2CC(=O)c2ccccc2)cc1 (stereo unspecified)	·	-1	·	-9	·	3	0	-1	-1
O=C1NC[C@@H](CCCCN2C[C@H](Cc3ccc(O)cc3)N(CC3CCCCC3)C(=O)C2=O)N(Cc2ccccc2)C1=O	·	21	·	-11	·	37*	-3	0	7
N#CCC(=O)N/N=C/c1ccc(OC2CSC2)cc1	0	-1	-8	4	9	0	0	5	-2
COc1ccc(NS(=O)(=O)c2cccc(C(=O)NN=Cc3ccc(O)c(OC)c3)c2)cc1	1	4	-16	4	10	4	7	4	3
CNC(=O)COC(=O)c1ccc(Cl)c(S(=O)(=O)N2CCCC2)c1	-5	7	0	7	5	6	0	1	-2
CCc1nc(C)ccc1OCC(=O)N(CC)CC	-2	4	3	11	0	1	-1	2	0
CCn1c(=O)c(C(=O)Nc2ncccc2C)c(O)c2ccccc21	-12	59*	4	-2	1	2	-1	-5	-2
Cc1[nH]c2ccccc2c1/C=N/NC(=O)Nc1ccccc1	-4	6	-8	-10	12	3	2	6	-2
COCc1nc2ccccc2n1Cc1c(F)cccc1Cl	-4	1	-3	-7	4	3	5	5	-3
Cc1cccc(C)c1NC(=O)C(c1ccccc1)N1CCC(Cc2ccccc2)CC1 (stereo unspecified)	-3	3	-21	-2	-5	-1	-1	8	-1
CN(C)S(=O)(=O)c1cccc(NC(=O)c2cccc(S(=O)(=O)N3CCCCC3)c2)c1	-5	3	2	-14	-5	2	2	-2	2
N#Cc1cn(CCOc2ccc(F)cc2)c2ccccc12	-4	9	1	12	-2	2	-11	9	-5
CCn1c(SCC(=O)c2ccc3ccccc3c2)nnc1-c1cccs1	-4	9	1	6	7	3	-3	4	-1
O=C1Nc2ccccc2-c2nnnn2C1N1CCCC1 (stereo unspecified)	·	0	·	0	·	1	1	8	-2
O=C(Nc1cccc(OC(F)(F)F)c1)C1Cc2c(-c3ccco3)ccnc2O1 (stereo unspecified)	-4	0	-15	17	5	1	-6	13	0
O=C(NCCN1C(=O)S/C(=C\c2ccccc2)C1=O)C1CCN(S(=O)(=O)c2cccs2)CC1	-2	20	6	4	-4	8	-11	5	4
C=CS(=O)(=O)c1ccc(Oc2ccc(S(=O)(=O)C=C)cc2)cc1	-5	5	-2	12	4	10	-7	1	5
CCOC(=O)N1CCN(S(=O)(=O)c2ccc(C(=O)N(CCN(CC)CC)c3nc4ccc(C)cc4s3)cc2)CC1	-5	0	-13	6	5	1	2	3	-8
CC(C)OC(=O)CSc1nnc(-c2ccc(Cl)cc2Cl)n1N	-5	12	-9	3	8	0	-3	-1	0
COc1cccc(OC)c1C(=O)Nc1ccc2c(c1)n(C)c(=O)n2C	-3	1	-12	2	2	1	-1	2	0

Arranged by number of heavy atoms (smallest number first): 5 of the compounds above
SMILES	M1 ag	TAAR1 ag	CHRM1 antagonist	M4 antag	M1 PAM	M4 ag	CHRM5 PAM	M5 antag	CHRM5 agonist
Cc1[nH]c2ccccc2c1/C=N/NC(=O)Nc1ccccc1	-4	6	-8	-10	12	3	2	6	-2
c1ccc(CN2CCN(CCN3CCn4c3nc3ccccc34)CC2)cc1	-3	10	-9	9	0	1	-1	8	-12
Cc1c(NC(=O)C(C)OC(=O)c2cc(Cl)nc(Cl)c2)c(=O)n(-c2ccccc2)n1C (stereo unspecified)	-5	5	5	3	2	0	-5	3	1
CCOC(=O)c1cccc(NC(=O)CSc2nnc(COc3ccccc3)n2CC)c1	-4	5	-12	5	9	0	3	-3	1
Cc1ccc(S(=O)(=O)N2c3ccccc3OC(C(=O)OC(C)(C)C)(C(=O)OC(C)(C)C)C2CC(=O)c2ccccc2)cc1 (stereo unspecified)	·	-1	·	-9	·	3	0	-1	-1

2 records drawn at random from those above, as already listed:
SMILES	M1 ag	TAAR1 ag	CHRM1 antagonist	M4 antag	M1 PAM	M4 ag	CHRM5 PAM	M5 antag	CHRM5 agonist
COc1ccc(NS(=O)(=O)c2cccc(C(=O)NN=Cc3ccc(O)c(OC)c3)c2)cc1	1	4	-16	4	10	4	7	4	3
N#Cc1cn(CCOc2ccc(F)cc2)c2ccccc12	-4	9	1	12	-2	2	-11	9	-5

In the list so far, two contain a cyano group:
SMILES	M1 ag	TAAR1 ag	CHRM1 antagonist	M4 antag	M1 PAM	M4 ag	CHRM5 PAM	M5 antag	CHRM5 agonist
N#CCC(=O)N/N=C/c1ccc(OC2CSC2)cc1	0	-1	-8	4	9	0	0	5	-2
N#Cc1cn(CCOc2ccc(F)cc2)c2ccccc12	-4	9	1	12	-2	2	-11	9	-5

The list continues:
SMILES	M1 ag	TAAR1 ag	CHRM1 antagonist	M4 antag	M1 PAM	M4 ag	CHRM5 PAM	M5 antag	CHRM5 agonist
CCCn1c(-c2cc(OC)c(OC)c(OC)c2)nc2nc3ccccc3nc21	1	15	16	1	-15	13	-11	11	2
Cc1ccc2[nH]c(=O)c(C3C(C#N)=C(N)Oc4c3ccc3cccnc43)cc2c1 (stereo unspecified)	-2	4	-11	7	11	0	0	-10	0
COC(=O)c1ccc(N=Nc2ccccc2)cc1	-4	8	-12	0	7	0	6	-2	5
COc1ccc(CNC(=O)C2CCN(S(=O)(=O)c3cc(OC)ccc3OC)CC2)cc1	3	1	-19	-7	11	3	-4	2	-1
Nc1nonc1-c1nc2ccccc2n1CCC(=O)O	-2	3	-8	-3	6	1	2	-6	-1
C=C(C)c1cccc(C(C)(C)NC(=O)N2CCCCC2CC)c1 (stereo unspecified)	-1	1	-6	-5	7	0	-7	-1	-4
CCSC(=O)NC12CC3CC(CC(C3)C1)C2	-3	11	-6	-11	6	-2	11	-11	7
CCOC(=O)c1cc2c(ccn2C)n1CC(=O)N1CCN(c2ccc(F)cc2)CC1	-2	3	-8	-9	-2	0	-6	-2	1
CCN(C(=O)c1cc2c(s1)-c1ccccc1OC2)c1cc(OC)ccc1OC	-8	0	-4	4	-4	-2	-1	-4	-1
CNC(=S)NNC(=O)c1cc(-c2cccnc2)nc2ccccc12	-1	0	0	-4	3	0	1	-7	-2
Cc1ccc(/C=C/C(=O)OCC(=O)N(CC(C)C)c2c(N)n(Cc3ccccc3)c(=O)[nH]c2=O)o1	2	8	-3	-4	8	0	3	5	0
COc1ccc(C)cc1Nc1cc(C)nc2nc(C)nn12	-3	-2	-19	-8	13	0	1	2	3
O=C(CN(c1ccc(F)cc1)S(=O)(=O)c1ccccc1)N1CCOCC1	-2	3	1	-1	0	2	-7	2	0
CCOc1ccc(-n2c(=O)c3c(C)c(C(=O)N(C)C)sc3n(CC(=O)Nc3ccccc3F)c2=O)cc1	-2	6	0	-10	0	4	-9	11	6
O=C(NCSc1ccnc(SCNC(=O)c2ccccc2)n1)c1ccccc1	-1	0	-2	13	3	1	6	-8	2
CC(C)CCNC(=O)C1CCN(S(=O)(=O)c2ccc3nc4c(c(C(=O)O)c3c2)CCCCC4)CC1	-3	0	-4	6	4	0	7	-4	0
COc1ccc(CNC(=O)CSc2cccc3cccnc23)cc1	-5	2	-7	-9	6	1	8	-9	0
O=S(=O)(NCc1cccnc1)c1ccc2ccccc2c1	-1	2	-3	12	1	5	-2	8	5
CC(NC(=O)C(=O)NN=C1CCCC1)c1ccccc1 (stereo unspecified)	-13	2	-11	5	8	1	-4	-5	-5
CC(NC(=O)c1ccccc1)c1nc2ccccc2n1Cc1ccc(C#N)cc1 (stereo unspecified)	-1	9	-15	-17	1	2	3	0	0
COc1cccc(-c2cnc(C(O)c3ccc(F)cc3C)[nH]2)c1 (stereo unspecified)	1	1	-7	-11	6	3	-2	-4	2
COc1ccc2nc(NCc3cccnc3)sc2c1	-3	2	-13	21	6	0	-8	15	-1
S=c1[nH]nc(C2CCCCC2)n1/N=C/C=C/c1ccccc1	-6	10	4	-17	-9	-2	-6	0	-7
CCOc1ccc(C2C3=C(CCCC3=O)Nc3ccc4ncccc4c32)cc1 (stereo unspecified)	-6	-3	-3	2	3	0	6	-1	-5
O=C(Nc1ccc2c(c1)Cc1ccccc1-2)c1ccco1	-2	-1	6	-12	0	6	-5	-6	0
COc1ccccc1NC(=O)C1CCCCN1S(=O)(=O)c1ccc(F)cc1 (stereo unspecified)	-7	8	-2	5	3	-1	2	-7	-1
Cc1cc(=O)n2nc(N3CCC(C(=O)Nc4cccc(Cl)c4C)CC3)sc2n1	-5	15	-10	3	7	0	1	8	-6
O=C(Nc1ccc(O)c(-c2nc3ccccc3s2)c1)c1cccs1	-2	-1	-16	-4	1	0	-4	4	-2

An excerpt from above, reduced to M4 ag and M5 antag:
Structure | M4 ag | M5 antag
CCOc1ccc(C2C3=C(CCCC3=O)Nc3ccc4ncccc4c32)cc1 (stereo unspecified) | 0 | -1
O=C(Nc1ccc2c(c1)Cc1ccccc1-2)c1ccco1 | 6 | -6
COc1ccccc1NC(=O)C1CCCCN1S(=O)(=O)c1ccc(F)cc1 (stereo unspecified) | -1 | -7

These rows are one share of the data; count on the stated rates, not on these rows.
